BioA inh: M. tuberculosis BioA enzyme inhibitors, primary screen, biochemical, plate reader, single point, HTS; 7,8-diaminopelargonic acid synthase BioA (Mycobacterium tuberculosis); purified M. tuberculosis BioA enzyme; inhibition, % at 9.99 µM; 360,000 compounds, 0.096% hits; in the data active = inhibition above about 40%
* hit, by the source's call. The list is partial; the hit share may differ from the screen's.

> C[C@@H]1CN([C@H](C)CO)C(=O)c2cc(-c3cncnc3)cnc2O[C@H]1CN(C)C(=O)c1cccc(F)c1
- BioA inh = -0.1

> C[C@@H]1CCCCO[C@H](CN(C)S(=O)(=O)c2ccc(Cl)cc2)[C@@H](C)CN([C@H](C)CO)C(=O)c2cc(N(C)C)ccc2O1
- BioA inh = -1.8

> COC(=O)C[C@H]1CC[C@@H]2[C@H](COc3ccc(NC(=O)c4cc(C)on4)cc3C(=O)N2C)O1
- BioA inh = 0.6

> C[C@@H]1CN([C@@H](C)CO)S(=O)(=O)c2ccc(-c3ccncc3)cc2O[C@@H]1CN(C)C(=O)Nc1ccc(C(F)(F)F)cc1
- BioA inh = -3.7

> COCC(=O)N1C[C@@H]2[C@H](c3ccccc31)[C@@H](CO)N2C(=O)C1CCCC1
- BioA inh = 4.0

> C[C@@H]1CN([C@H](C)CO)C(=O)c2cc(NC(=O)Nc3ccccc3)ccc2O[C@@H]1CN(C)Cc1ccccc1
- BioA inh = 1.2

> C[C@@H]1CN([C@@H](C)CO)C(=O)Cc2cc(NC(=O)Cc3cn(C)c4ccccc34)ccc2O[C@H]1CN(C)C(=O)Nc1ccc2c(c1)OCO2
- BioA inh = -2.5

> CCNC(=O)C[C@H]1CC[C@H]2[C@H](COc3ccc(NC(=O)Nc4c(C)noc4C)cc3C(=O)N2C)O1
- BioA inh = -2.1

> COc1ccccc1S(=O)(=O)N[C@@H]1C=C[C@@H](CC(=O)NCc2cccc(F)c2)O[C@H]1CO
- BioA inh = 2.1

> C[C@@H]1CN([C@H](C)CO)C(=O)c2cccc(NC(=O)C3CCOCC3)c2O[C@@H]1CN(C)Cc1ccc(-c2ccccc2)cc1
- BioA inh = 1.1

> CN(C)c1ccc2c(c1)[C@H]1C[C@@H](CC(=O)NCc3ccncc3)O[C@@H](CO)[C@H]1O2
- BioA inh = 0.7

> CCCN(C)C[C@H]1Oc2ncc(-c3cccc(C(=O)N(C)C)c3)cc2C(=O)N([C@H](C)CO)C[C@H]1C
- BioA inh = -0.4

> C[C@H](CO)N1C[C@H](C)[C@@H](CN(C)CC2CC2)Oc2ccc(NC(=O)CCCN(C)C)cc2CC1=O
- BioA inh = 0.3

> CCCN1C[C@@H](C)[C@H](OC)CN(C)C(=O)c2cc(NC(=O)NC3CCCCC3)ccc2OC[C@@H]1C
- BioA inh = 5.1

> O=C(C1CCCC1)N1C[C@H]2[C@@H](c3ccccc31)[C@H](CO)N2C(=O)c1ccccc1
- BioA inh = 1.3

> COCC#Cc1cnc2c(c1)C(=O)N([C@H](C)CO)C[C@@H](C)[C@H](CN(C)Cc1ccc(-c3ccccc3)cc1)O2
- BioA inh = 0.1

> C[C@@H]1CN([C@H](C)CO)C(=O)c2cc(NC(=O)Nc3cccc4ccccc34)ccc2O[C@@H](C)CCCCO[C@H]1CN(C)C(=O)C1CCCCC1
- BioA inh = -1.8

> Cc1ccc(-c2cnc3c(c2)C(=O)N([C@H](C)CO)C[C@H](C)[C@@H](CN(C)C(=O)c2ccncc2)O3)cc1
- BioA inh = 1.0

> C[C@H]1CN([C@@H](C)CO)C(=O)c2cc(C#Cc3cccc(F)c3)cnc2O[C@H]1CN(C)CC1CCOCC1
- BioA inh = 0.2

> C[C@@H](O)C#Cc1ccc([C@H]2[C@@H](CO)N3CCCCN(C(=O)c4cccc(F)c4)C[C@H]23)cc1
- BioA inh = -1.1

> O=C(O)C[C@H]1CC[C@H](NC(=O)c2ccncc2)[C@H](CO)O1
- BioA inh = -1.4

> Cc1noc(C)c1S(=O)(=O)N(C)C[C@H]1Oc2ccc(NC(=O)Cc3ccccc3)cc2CC(=O)N([C@H](C)CO)C[C@H]1C
- BioA inh = 0.0

> COc1ccccc1CN1[C@H](CO)[C@@H]2c3ccccc3N(C(=O)C3CCOCC3)C[C@@H]21
- BioA inh = -0.7

> CC=Cc1ccc2n(c1=O)C[C@@H]1[C@@H](CO)[C@H](C(=O)NC3CCC3)[C@H]2N1S(=O)(=O)c1cn(C)cn1 (mixture of isomers)
- BioA inh = -0.7

> C[C@H]1CN([C@@H](C)CO)C(=O)c2cccc(NC(=O)C3CCOCC3)c2O[C@H]1CN(C)C
- BioA inh = -1.4

> CCN1[C@H](C(=O)N[C@H](C)c2ccccc2)[C@@H](CO)[C@@H]2Cn3c(ccc(-c4cccc(F)c4)c3=O)[C@@H]21
- BioA inh = 7.3

> C[C@@H]1CCCCO[C@@H](CN(C)S(=O)(=O)c2ccccc2)[C@@H](C)CN([C@H](C)CO)C(=O)c2cc(NC(=O)c3ccncc3)ccc2O1
- BioA inh = -2.3

> CC(C)C#Cc1ccc([C@H]2[C@@H](CO)N3CCCCN(C(=O)Nc4ccccc4)C[C@@H]23)cc1
- BioA inh = -2.2

> CCC(=O)Nc1ccc2c(c1)OC[C@H](C)N(Cc1cccnc1)C[C@@H](C)[C@@H](OC)CN(C)C2=O
- BioA inh = -4.1

> C[C@@H]1CN([C@H](C)CO)S(=O)(=O)c2ccc(C3=CCCC3)cc2O[C@H]1CN(C)CC1CCOCC1
- BioA inh = 2.2

> CC(C)C#Cc1ccc([C@@H]2[C@@H](CO)N3CCCCN(C(=O)Nc4ccccc4)C[C@H]23)cc1
- BioA inh = -2.3

> C[C@H](CO)N1C[C@H](C)[C@H](CN(C)Cc2ccc(-c3ccccc3)cc2)Oc2ccc(NC(=O)c3ccncc3)cc2CC1=O
- BioA inh = -1.5

> O=C(C[C@@H]1CC[C@H]2[C@@H](COC[C@H](O)CN2CC2CCCCC2)O1)NCC1CC1
- BioA inh = -0.8

> CCCC#Cc1cnc2c(c1)C(=O)N([C@@H](C)CO)C[C@H](C)[C@@H](CN(C)C(=O)Nc1c(C)noc1C)O2
- BioA inh = -0.6

> Cc1ccc(S(=O)(=O)Nc2ccc3c(c2)C(=O)N([C@H](C)CO)C[C@@H](C)[C@@H](CN(C)S(=O)(=O)c2ccc(C)cc2)O3)cc1
- BioA inh = -0.1

> CCC(=O)N(C)C[C@H]1Oc2cc(C#CCC(C)C)ccc2S(=O)(=O)N([C@H](C)CO)C[C@@H]1C
- BioA inh = 7.1

> O=C(C[C@H]1CC[C@H]2[C@@H](COC[C@H](O)CN2C(=O)Nc2ccc(C(F)(F)F)cc2)O1)NCCc1ccncc1
- BioA inh = -4.1

> CO[C@@H]1CC[C@@H]2CCN(C)C(=O)[C@H](C)[C@H](OC)CN(C)C(=O)c3cc(C#N)ccc3OC[C@@H]1O2
- BioA inh = -2.7

> CN1CCN(C(=O)C[C@H]2C[C@H]3c4cc(NC(=O)NC5CCCCC5)ccc4O[C@H]3[C@H](CO)O2)CC1
- BioA inh = -1.0

> COCCNC(=O)C[C@H]1CC[C@@H]2[C@H](COc3ccc(NC(=O)C4CCOCC4)cc3C(=O)N2C)O1
- BioA inh = -6.2

> O=C(Nc1ccccc1F)N1C[C@@H]2[C@H](c3ccccc31)[C@H](CO)N2C(=O)c1ccccn1
- BioA inh = 2.4

> O=C(Nc1ccc(F)cc1)Nc1ccc2c(c1)[C@H]1C[C@@H](CC(=O)N3CCCCC3)O[C@@H](CO)[C@H]1O2
- BioA inh = -1.3

> O=C(NCc1ccccc1)[C@@]1(Cc2ccccc2)N=C(c2ccc(OCCCO)cc2)O[C@H]1c1ccccc1
- BioA inh = -1.6

> COc1ccc(CN(C)C[C@H]2OCCCC[C@@H](C)Oc3ccc(NS(=O)(=O)c4ccc(OC)cc4)cc3C(=O)N([C@H](C)CO)C[C@@H]2C)cc1
- BioA inh = 0.7

> C[C@H](CO)N1C[C@H](C)[C@H](CN(C)Cc2ccncc2)Oc2ccc(NC(=O)c3ccncc3)cc2C1=O
- BioA inh = 0.0

> C[C@@H]1CN([C@H](C)CO)C(=O)c2cc(NS(C)(=O)=O)ccc2O[C@@H]1CN(C)C(=O)Nc1ccc2c(c1)OCO2
- BioA inh = -1.4

> C[C@H](CO)N1C[C@H](C)[C@@H](CN(C)Cc2ccc3c(c2)OCO3)OCc2ccccc2-c2ccccc2C1=O
- BioA inh = 1.7

> C[C@H](CO)N1C[C@H](C)[C@@H](CN(C)Cc2ccncc2)OCc2cn(nn2)CCCC1=O
- BioA inh = -0.3

> COCC(=O)N1[C@@H]2CN(C(=O)c3ccccc3)c3ccccc3[C@@H]2[C@@H]1CO
- BioA inh = 3.5

> COC(=O)C[C@@H]1CC[C@H]2[C@@H](COC[C@H](O)CN2S(=O)(=O)c2ccccc2C)O1
- BioA inh = 1.9

> C[C@H]1CN([C@@H](C)CO)C(=O)c2cccc(NS(=O)(=O)c3cn(C)cn3)c2O[C@H]1CN(C)Cc1ccc2c(c1)OCO2
- BioA inh = 1.0

> Cc1ccccc1S(=O)(=O)N1C[C@H](O)COC[C@@H]2O[C@@H](CC(=O)NCCc3ccccc3)CC[C@H]21
- BioA inh = 0.8

> C[C@@H]1CN([C@H](C)CO)S(=O)(=O)c2ccc(C#CC3CC3)cc2O[C@@H]1CN(C)C(=O)C1CC1
- BioA inh = -0.6

> O=C(C[C@H]1C[C@H]2c3cc(NC(=O)Cc4ccncc4)ccc3O[C@H]2[C@@H](CO)O1)NCCc1ccccc1
- BioA inh = 0.8

> Cc1noc(C)c1NC(=O)N[C@H]1CC[C@H](CC(=O)Nc2ccccc2)O[C@@H]1CO
- BioA inh = 2.0

> C[C@@H]1CCCCO[C@H](CN(C)Cc2ccc(Cl)c(Cl)c2)[C@H](C)CN([C@@H](C)CO)C(=O)c2cc(NC(=O)NC3CCCCC3)ccc2O1
- BioA inh = -1.9

> COc1cccc(C(=O)N2C[C@H]3[C@@H](c4ccccc42)[C@H](CO)N3Cc2ccccc2F)c1
- BioA inh = 2.0

> CC=Cc1ccc2n(c1=O)C[C@H]1[C@H](CO)[C@@H](C(=O)N[C@H](C)c3ccccc3)[C@@H]2N1Cc1ccncc1 (mixture of isomers)
- BioA inh = 0.0

> COCC(=O)N(C)C[C@H]1Oc2ncc(C#CC(C)(C)O)cc2C(=O)N([C@H](C)CO)C[C@@H]1C
- BioA inh = -1.8

> CC=Cc1ccc2n(c1=O)C[C@H]1[C@H](CO)[C@@H](C(=O)NCc3ccccc3)[C@@H]2N1S(C)(=O)=O (mixture of isomers)
- BioA inh = -0.7

> C[C@H]1CN([C@@H](C)CO)C(=O)Cc2cc(NC(=O)Nc3ccc(C(F)(F)F)cc3)ccc2O[C@@H]1CN(C)S(=O)(=O)c1cccs1
- BioA inh = -0.4

> CC(=O)N(C)C[C@H]1Oc2ncc(-c3cccnc3)cc2C(=O)N([C@@H](C)CO)C[C@H]1C
- BioA inh = -14

> COCC(=O)N[C@@H]1CC[C@H](CC(=O)N2CCCCC2)O[C@@H]1CO
- BioA inh = -0.8

> Cc1ccccc1S(=O)(=O)N(C)C[C@H]1OCc2ccccc2-c2c(n(C)c3ccccc23)C(=O)N([C@H](C)CO)C[C@@H]1C
- BioA inh = -1.0

> Cc1noc(C)c1NC(=O)N(C)C[C@@H]1OCCCC[C@@H](C)Oc2ccc(NC(=O)CCC(F)(F)F)cc2C(=O)N([C@H](C)CO)C[C@@H]1C
- BioA inh = 1.3

> C[C@H](CO)N1C[C@H](C)[C@H](CN(C)Cc2ccc3c(c2)OCO3)Oc2ccc(NC(=O)Cc3cn(C)c4ccccc34)cc2C1=O
- BioA inh = -3.4

> O=C(Nc1ccc(F)cc1)N1CCCCN2[C@H](CO)[C@@H](c3ccc(-c4ccncc4)cc3)[C@@H]2C1
- BioA inh = 1.3

> CC(C)CC#Cc1ccc2c(c1)O[C@H](CN(C)Cc1cccnc1)[C@H](C)CN([C@@H](C)CO)S2(=O)=O
- BioA inh = 2.2

> CO[C@H]1CN(C)C(=O)c2ccc(NC(=O)C3CCC3)cc2OC[C@@H](C)N(Cc2ccncc2)C[C@@H]1C
- BioA inh = -2.9

> CO[C@H]1CN(C)C(=O)c2cc(NS(C)(=O)=O)ccc2OC[C@H](C)N(C)C[C@@H]1C
- BioA inh = -1.5

> COc1ccc(S(=O)(=O)Nc2ccc3c(c2)C(=O)N([C@@H](C)CO)C[C@H](C)[C@@H](CN(C)CC2CCCCC2)O3)cc1
- BioA inh = 1.3

> Cc1ccc(S(=O)(=O)N(C)C[C@@H]2OCCCC[C@H](C)Oc3ccc(NS(=O)(=O)c4cn(C)cn4)cc3C(=O)N([C@@H](C)CO)C[C@H]2C)cc1
- BioA inh = 0.5

> N#C[C@H]1[C@H](c2ccc(C3=CCCC3)cc2)[C@H](CO)N1C(=O)NC1CCCC1
- BioA inh = 5.6

> Cc1ccc(S(=O)(=O)Nc2ccc3c(c2)CC(=O)N([C@@H](C)CO)C[C@@H](C)[C@H](CN(C)Cc2ccccc2)O3)cc1
- BioA inh = 5.4

> C[C@@H]1CN([C@@H](C)CO)C(=O)c2cccc(NC(=O)NC3CCCCC3)c2O[C@@H]1CN(C)Cc1ccc(Cl)c(Cl)c1
- BioA inh = -3.2

Molecules listed so far that contain a CF3 group (four):
> C[C@@H]1CN([C@@H](C)CO)S(=O)(=O)c2ccc(-c3ccncc3)cc2O[C@@H]1CN(C)C(=O)Nc1ccc(C(F)(F)F)cc1
- BioA inh = -3.7

> O=C(C[C@H]1CC[C@H]2[C@@H](COC[C@H](O)CN2C(=O)Nc2ccc(C(F)(F)F)cc2)O1)NCCc1ccncc1
- BioA inh = -4.1

> C[C@H]1CN([C@@H](C)CO)C(=O)Cc2cc(NC(=O)Nc3ccc(C(F)(F)F)cc3)ccc2O[C@@H]1CN(C)S(=O)(=O)c1cccs1
- BioA inh = -0.4

> Cc1noc(C)c1NC(=O)N(C)C[C@@H]1OCCCC[C@@H](C)Oc2ccc(NC(=O)CCC(F)(F)F)cc2C(=O)N([C@H](C)CO)C[C@@H]1C
- BioA inh = 1.3

Continuation:
> CCCN1C[C@H](C)[C@H](OC)CN(C)C(=O)c2ccc(NS(=O)(=O)c3cn(C)cn3)cc2OC[C@@H]1C
- BioA inh = -1.0

> C[C@H]1CN([C@@H](C)CO)C(=O)c2cc(Br)cnc2O[C@H]1CN(C)C(=O)C1CCCCC1
- BioA inh = -1.6

> CO[C@H]1CN(C)C(=O)c2cc(NC(=O)C3CC3)ccc2OC[C@H](C)N(Cc2cc(F)ccc2F)C[C@@H]1C
- BioA inh = -2.1

> CO[C@H]1CN(C)C(=O)c2cc(NC(=O)C3CCCCC3)ccc2OC[C@H](C)N(Cc2cccnc2)C[C@@H]1C
- BioA inh = 0.4

> C[C@H]1CN([C@@H](C)CO)C(=O)Cc2cc(NC(=O)CCC(F)(F)F)ccc2O[C@H]1CN(C)Cc1ccc(C(=O)O)cc1
- BioA inh = 2.1
